Screening data as filed in PubChem.
HCV NS3 hel inh = HCV NS3 helicase inhibition | hit rate 0.56% among 290,000 | NS3 helicase DNA unwinding, Cy5 molecular beacon fluorescence | inhibition, % at 10.9 µM;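 active means inhibition above the mean of all tested compounds plus 3 SD, set per campaign, cut at about 35% in these data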;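 further: 0% = DMSO wells and 100% = thioflavine S control wells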
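Compound dosing – single dose, 10.9 µM nominal final, DMSO 0.8% final · System – NS3 helicase fragment of HCV · Buffer or medium – MOPS pH 6.5, MgCl2, DTT, Tween20, BSA · Signal – Cy5 beacon fluorescence read at start and 1 h · Also added – annealed dual-labelled DNA beacon duplex, ATP-started · Schedule – 1 h at 25 °C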
CRFBP-R2 agonist = CRF-BP/CRF-R2 complex agonism | hit rate 0.46% among 350,000 | activation, % at 13.2 µM | HEK293 CRF-R2/CRF-BP, calcium dye fluorescence (FLIPR); percent of saturating CRF peptide response;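 active means activation of at least 50%, plus an integration ratio under a set limit after plate pattern correction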;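 further: plate controls were neutral control wells without compound for no effect and CRF at EC100 for full effect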
FID counter = displaces DNA intercalator in HCV helicase counter-screen; inhibition, % at 7.9 µM; DNA fluorescent intercalator displacement, fluorescence; hit rate 0.17% among 290,000; in the data active means inhibition above about 37%;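 further: 0% = vehicle and 100% = reference compound; higher means more ethidium bromide displaced from hairpin DNA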
MEKK2 mut-MEK5 = signal of MEK5 binding to mutant human MEKK2 PB1 domain | AID 1530 | hit rate 0.35% among 290,000 | bead flow cytometry, Alexa488-MEK5 binding to MEKK2 mutant | percent response, % at 10 µM; in the data active means percent response above about 24%, passing the limit was not always enough; further: inactives centre near 1; some results filed as inactive read as strong as hits
UBC9 SUMO inh = inhibitors of human SUMOylation (UBC9); hit rate 0.36% among 290,000; P63279; AID 2006; inhibition, % at 35 µM; HTRF SUMOylation assay, SAE1/SAE2 + UBC9, in vitro; in the data active means inhibition above about 50%, passing the limit was not always enough; further: strong numbers were not always called active
Target sequence (P63279 whole entry, looked up): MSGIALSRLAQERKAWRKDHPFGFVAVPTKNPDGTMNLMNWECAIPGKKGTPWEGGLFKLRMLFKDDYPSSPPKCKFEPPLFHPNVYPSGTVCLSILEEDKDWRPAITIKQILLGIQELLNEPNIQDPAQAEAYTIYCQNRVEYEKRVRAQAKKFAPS
MEKK3 PB1 HTS = MEKK3-MEK5 PB1 interaction, increase or decrease; Q99759; bead-based flow cytometry, Alexa488-MEK5 binding to MEKK3; actives lie on both sides; 0 = blocked by unlabeled MEK5, 100 = vehicle; binding response (% of control), % at 10 µM; hit rate 1.4% among 290,000;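 active means binding response more than 3 SD above or below the average of its plate-row segment, actives on both sides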;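 further: Alexa488 bead fluorescence after subtracting the streptavidin-only scavenger bead signal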
CRFBP-R2 block = blocks CRF-induced signaling of the CRF-BP/CRF-R2 complex; HEK293 CRF-R2/CRF-BP, CRF-induced calcium fluorescence; inhibition, % at 11.8 µM; hit rate 0.59% among 350,000; AID 588475;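 active means inhibition of the ligand-induced calcium signal above about 50% at the single tested concentration, limit read from the data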
GalR3 antagonist = antagonists of human GalR3 | O60755 | HEK293 GalR3-CNG cAMP membrane potential fluorescence; galR3 body fused to GalR1 C-terminus | inhibition, % at 3 µM | hit rate 0.44% among 360,000;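 active means inhibition above the screen-wide average plus 3 SD, cut at about 13% in these data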;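 further: forskolin and galanin both at EC90 stimulate the cells; cAMP rise reported by CNG channel membrane potential dye signal; 0% = forskolin plus galanin with DMSO and 100% = forskolin alone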
Target sequence (O60755 1-299 limits assumed): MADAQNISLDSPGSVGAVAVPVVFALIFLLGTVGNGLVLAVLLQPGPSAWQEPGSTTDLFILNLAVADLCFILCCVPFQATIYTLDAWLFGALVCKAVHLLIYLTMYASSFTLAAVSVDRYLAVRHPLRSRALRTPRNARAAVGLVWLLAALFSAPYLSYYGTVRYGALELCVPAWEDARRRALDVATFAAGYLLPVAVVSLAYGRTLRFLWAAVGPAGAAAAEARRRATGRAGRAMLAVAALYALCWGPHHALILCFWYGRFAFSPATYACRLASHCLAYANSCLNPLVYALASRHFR
MEKK2 WT-MEK5 = raises or lowers MEK5 binding to wildtype human MEKK2 PB1 domain; Q9Y2U5; bead flow cytometry, Alexa488-MEK5 binding to MEKK2 WT; actives lie on both sides; binding response (% of control), % at 10 µM; hit rate 1.1% among 290,000; AID 1531; in the data active means binding response below about 67% or above about 130%
Starred values were filed as active, the others as inactive; nt = not tested or not shown; [ ] = remark or other dose. This is a subset. The share of hits here may be higher or lower than overall.

(1) CC1CC(OC(=O)CN2CCCCC2)CC(C)(C)C1 (centres undefined)
(2) COC(=O)c1cc2occc2n1Cc1ccc(Cl)cc1
(3) CCN1C(=O)/C(=C\N2CCCCCC2)SC1=S
(4) CC(=O)N1CCc2cc(S(=O)(=O)C(C)CC(=O)Nc3ccc(OC(F)(F)F)cc3)ccc21 (centres undefined)
(5) COc1ccc(CCNC(=O)C(=O)Nc2ccc3c(c2)OCCO3)cc1OC
(6) O=C(Cc1ccccc1F)NCC1(N2CCOCC2)CCCCC1
(7) O=C(Cn1cncn1)N/N=C/c1ccc(Cl)cc1
(8) COc1ccc(OCCNC(=O)c2ccccc2OCC(=O)Nc2ccc(NC(C)=O)cc2)cc1
(9) CC(C)=C1C2CCC1C(C(=O)Nc1cc(C)cc(C)c1)C2C(=O)O (centres undefined)
(10) O=C(/C=C/c1ccco1)NCc1ccccn1

screen / no. | 1 | 2 | 3 | 4 | 5 | 6 | 7 | 8 | 9 | 10
HCV NS3 hel inh | -5.9 | 12.9 | -5.0 | -2.3 | 3.7 | -2.3 | 8.2 | -11.4 | -11.1 | 1.7
CRFBP-R2 agonist | nt | -1.9 | 2.7 | -0.9 | 0.1 | -0.9 | -2.9 | -0.8 | 19.4 | 0.9
FID counter | -1.7 | -9.3 | -5.2 | -17.3 | 0.3 | -7.8 | 3.6 | -25.1 | -1.2 | -1.2
MEKK2 mut-MEK5 | 4.0 | 6.0 | 3.0 | -8.0 | 11.0 | 4.0 | -1.0 | 0.0 | -18.0 | -12.0
UBC9 SUMO inh | -9.0 | 5.0 | -10.0 | nt | 3.7 | 18.6 | 0.5 | 22.4 | 7.9 | 9.3
MEKK3 PB1 HTS | 103.0 | 106.0 | 101.0 | 92.0 | 105.0 | 99.0 | 96.0 | 98.0 | 81.0 | 104.0
CRFBP-R2 block | nt | -7.4 | -12.1 | -19.5 | -11.7 | -5.7 | 16.1 | -1.2 | -27.5 | -3.6
GalR3 antagonist | nt | -2.9 | 1.9 | -2.9 | -6.0 | -5.3 | -3.8 | -7.5 | -5.6 | -4.9
MEKK2 WT-MEK5 | 106.0 | 110.0 | 101.0 | 92.0 | 105.0 | 99.0 | 98.0 | 101.0 | 82.0 | 92.0

The last 4 entries of the section before are carried over, then new ones follow.
(7) O=C(Cn1cncn1)N/N=C/c1ccc(Cl)cc1
(8) COc1ccc(OCCNC(=O)c2ccccc2OCC(=O)Nc2ccc(NC(C)=O)cc2)cc1
(9) CC(C)=C1C2CCC1C(C(=O)Nc1cc(C)cc(C)c1)C2C(=O)O (centres undefined)
(10) O=C(/C=C/c1ccco1)NCc1ccccn1
(11) Cc1ccc(-c2cc(C(=O)NN3CCOCC3)c3cc(Br)ccc3n2)o1
(12) O=C(CN(Cc1cccs1)C(=O)CNS(=O)(=O)c1ccc(Cl)cc1)NCc1ccco1
(13) CC(C)(C)c1cc(C(=O)NCc2cccnc2)ccn1
(14) COc1ccc2nc(NC(=O)Cn3cnc4ccccc4c3=O)sc2c1
(15) COC(=O)c1ccccc1NC(=O)CN1CCN(Cc2ccccc2)CC1
(16) C=CCn1c(-c2ccc(OC)cc2)nc2nc3ccccc3nc21
(17) C=CCN(C(=O)c1csnn1)C(C(=O)NCc1ccc(F)cc1)c1ccc(F)cc1 (centres undefined)
(18) OC(CCCCN1CCCCC1)c1ccccc1 (centres undefined)
(19) O=C(O)c1ccccc1C(=O)N1N=C2/C(=C/c3cccc([N+](=O)[O-])c3)CCCC2C1c1cccc([N+](=O)[O-])c1 (centres undefined)
(20) O=c1cc(NCc2ccco2)[nH]c(=O)n1-c1ccc(Br)cc1

screen / no. | 7 | 8 | 9 | 10 | 11 | 12 | 13 | 14 | 15 | 16 | 17 | 18 | 19 | 20
HCV NS3 hel inh | 8.2 | -11.4 | -11.1 | 1.7 | 8.9 | -1.3 | 0.9 | -5.0 | -19.8 | -5.9 | -3.0 | 4.7 | 28.8 | 19.3
CRFBP-R2 agonist | -2.9 | -0.8 | 19.4 | 0.9 | -0.9 | -0.1 | -2.2 | 1.2 | 0.3 | -2.0 | 0.5 | 5.6 | -0.9 | -0.2
FID counter | 3.6 | -25.1 | -1.2 | -1.2 | -6.9 | -20.1 | -1.9 | -3.7 | -1.6 | -10.9 | -27.3 | 1.3 | -21.8 | -9.7
MEKK2 mut-MEK5 | -1.0 | 0.0 | -18.0 | -12.0 | 0.0 | -8.0 | -8.0 | -31.0 | 6.0 | 0.0 | 4.0 | 0.0 | -45.0 | 2.0
UBC9 SUMO inh | 0.5 | 22.4 | 7.9 | 9.3 | 13.7 | 5.4 | -22.3 | 19.2 | -1.5 | 40.1 | -8.3 | 7.2 | 22.6 | 16.7
MEKK3 PB1 HTS | 96.0 | 98.0 | 81.0 | 104.0 | 104.0 | 99.0 | 89.0 | 68.0*[inhibitor] | 106.0 | 100.0 | 104.0 | 98.0 | 96.0 | 101.0
CRFBP-R2 block | 16.1 | -1.2 | -27.5 | -3.6 | -11.5 | -14.4 | 6.3 | -11.3 | -6.5 | 1.7 | -18.0 | 9.4 | 7.0 | -9.6
GalR3 antagonist | -3.8 | -7.5 | -5.6 | -4.9 | 3.4 | -4.9 | -4.5 | 7.3 | -11.3 | -0.2 | -9.2 | -5.5 | 5.1 | 0.5
MEKK2 WT-MEK5 | 98.0 | 101.0 | 82.0 | 92.0 | 97.0 | 89.0 | 96.0 | 49.0*[inhibitor] | 108.0 | 95.0 | 102.0 | 98.0 | 88.0 | 100.0

Entries by screen from above:
Compounds 14 to 20 in HCV NS3 hel inh read -5.0, -19.8, -5.9, -3.0, 4.7, 28.8, 19.3
Compounds 14 to 20 in MEKK3 PB1 HTS read 68.0*[inhibitor], 106.0, 100.0, 104.0, 98.0, 96.0, 101.0
Compounds 14 to 20 in CRFBP-R2 agonist read 1.2, 0.3, -2.0, 0.5, 5.6, -0.9, -0.2

More records.
(21) CC(C)Cc1nc2c(nnn2Cc2ccccc2F)c(=O)[nH]1
(22) C/C(=N\NC(=O)c1ccccc1O)c1cccs1
(23) CCN(CCCNC(=O)CCCn1c(=O)[nH]c2ccccc2c1=O)c1cccc(C)c1
(24) CCOc1cc(/C=C/c2ccc3cccc([N+](=O)[O-])c3n2)ccc1O
(25) COc1cc([N+](=O)[O-])ccc1NC(=O)CCCOc1cc(C)ccc1C
(26) Cc1cc(CN2CCCC(CNC(=O)c3ccc(F)cc3)C2)cc(C)c1O (centres undefined)
(27) CCCCCc1ccc(-c2ccc(/C=C/C(N)=O)cc2)nc1

screen / no. | 21 | 22 | 23 | 24 | 25 | 26 | 27
HCV NS3 hel inh | -0.3 | -3.4 | -7.5 | 7.2 | 9.5 | -16.9 | 4.9
CRFBP-R2 agonist | -4.3 | 0.5 | -3.1 | -1.3 | 6.2 | -5.3 | 0.3
FID counter | -21.8 | 0.5 | -17.7 | -1.2 | -0.4 | 5.0 | -18.8
MEKK2 mut-MEK5 | -4.0 | -1.0 | -4.0 | -1.0 | 8.0 | 2.0 | 8.0
UBC9 SUMO inh | -17.1 | 25.1 | 22.5 | -12.2 | -5.0 | 17.1 | 22.2
MEKK3 PB1 HTS | 88.0 | 95.0 | 97.0 | 104.0 | 91.0 | 105.0 | 95.0
CRFBP-R2 block | 3.1 | -0.6 | -3.6 | -65.9 | 12.7 | 15.2 | 3.2
GalR3 antagonist | -1.5 | 2.4 | -1.5 | -3.6 | -3.4 | -6.9 | -3.1
MEKK2 WT-MEK5 | 87.0 | 100.0 | 94.0 | 102.0 | 88.0 | 104.0 | 106.0

Structures from the list above that have a nitro group on carbon:
(19) O=C(O)c1ccccc1C(=O)N1N=C2/C(=C/c3cccc([N+](=O)[O-])c3)CCCC2C1c1cccc([N+](=O)[O-])c1 (centres undefined)
(24) CCOc1cc(/C=C/c2ccc3cccc([N+](=O)[O-])c3n2)ccc1O
(25) COc1cc([N+](=O)[O-])ccc1NC(=O)CCCOc1cc(C)ccc1C

screen / no. | 19 | 24 | 25
HCV NS3 hel inh | 28.8 | 7.2 | 9.5
CRFBP-R2 agonist | -0.9 | -1.3 | 6.2
FID counter | -21.8 | -1.2 | -0.4
MEKK2 mut-MEK5 | -45.0 | -1.0 | 8.0
UBC9 SUMO inh | 22.6 | -12.2 | -5.0
MEKK3 PB1 HTS | 96.0 | 104.0 | 91.0
CRFBP-R2 block | 7.0 | -65.9 | 12.7
GalR3 antagonist | 5.1 | -3.6 | -3.4
MEKK2 WT-MEK5 | 88.0 | 102.0 | 88.0
